FID counter = counter-screen for HCV NS3 helicase inhibitors: DNA intercalator displacement; actives 0.17% (n = 290,000); inhibition, % at 7.9 µM; DNA fluorescent intercalator displacement, fluorescence; in the data active = inhibition above about 37%;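 also: 0% = vehicle and 100% = reference compound; higher means more ethidium bromide displaced from hairpin DNA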
IMP-1 inhibitor = inhibitors of Pseudomonas aeruginosa IMP-1 metallo-beta-lactamase | inhibition, % at 5.6 µM | AID 1556 | purified IMP-1, nitrocefin hydrolysis, epi-absorbance fluorescence | actives 0.45% (n = 290,000);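 active = inhibition above the mean plus 3 SD of all compounds in the same screening run, cut at about 4.5% in these data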;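 also: 0% = IMP-1 with DMSO and 100% = DMSO wells lacking enzyme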
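System: purified IMP-1 / Input: IMP-1 dispensed at 0.2 nM / Medium: 50 mM HEPES pH 7.1, 50 µM ZnSO4, 0.05% Brij 35 / Timing: 15 min enzyme–compound preincubation, then 25 min nitrocefin reaction, 25 °C / Technique: plate fluorescence quenching by hydrolysis product, ex 480/em 530 nm / Repeats: singlicate testing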
UBC9 SUMO inh = SUMOylation inhibition; actives 0.36% (n = 290,000); P63279; inhibition, % at 35 µM; HTRF SUMOylation assay, SAE1/SAE2 + UBC9, in vitro; in the data active = inhibition above about 50%, passing the limit was not always enough; also: strong numbers were not always called active
IDE act = boosts human insulin-degrading enzyme activity in HEK cells. P14735. FAbeta-B cleavage, fluorescence polarization; 0% vehicle, 100% cell-free pure enzyme wells. activation, % at 5.96 µM. actives 0.073% (n = 340,000);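 active = activation above the mean of all tested compounds plus 3 SD, set per screening campaign, cut at about 17% in these data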
Target sequence (P14735 whole entry, looked up): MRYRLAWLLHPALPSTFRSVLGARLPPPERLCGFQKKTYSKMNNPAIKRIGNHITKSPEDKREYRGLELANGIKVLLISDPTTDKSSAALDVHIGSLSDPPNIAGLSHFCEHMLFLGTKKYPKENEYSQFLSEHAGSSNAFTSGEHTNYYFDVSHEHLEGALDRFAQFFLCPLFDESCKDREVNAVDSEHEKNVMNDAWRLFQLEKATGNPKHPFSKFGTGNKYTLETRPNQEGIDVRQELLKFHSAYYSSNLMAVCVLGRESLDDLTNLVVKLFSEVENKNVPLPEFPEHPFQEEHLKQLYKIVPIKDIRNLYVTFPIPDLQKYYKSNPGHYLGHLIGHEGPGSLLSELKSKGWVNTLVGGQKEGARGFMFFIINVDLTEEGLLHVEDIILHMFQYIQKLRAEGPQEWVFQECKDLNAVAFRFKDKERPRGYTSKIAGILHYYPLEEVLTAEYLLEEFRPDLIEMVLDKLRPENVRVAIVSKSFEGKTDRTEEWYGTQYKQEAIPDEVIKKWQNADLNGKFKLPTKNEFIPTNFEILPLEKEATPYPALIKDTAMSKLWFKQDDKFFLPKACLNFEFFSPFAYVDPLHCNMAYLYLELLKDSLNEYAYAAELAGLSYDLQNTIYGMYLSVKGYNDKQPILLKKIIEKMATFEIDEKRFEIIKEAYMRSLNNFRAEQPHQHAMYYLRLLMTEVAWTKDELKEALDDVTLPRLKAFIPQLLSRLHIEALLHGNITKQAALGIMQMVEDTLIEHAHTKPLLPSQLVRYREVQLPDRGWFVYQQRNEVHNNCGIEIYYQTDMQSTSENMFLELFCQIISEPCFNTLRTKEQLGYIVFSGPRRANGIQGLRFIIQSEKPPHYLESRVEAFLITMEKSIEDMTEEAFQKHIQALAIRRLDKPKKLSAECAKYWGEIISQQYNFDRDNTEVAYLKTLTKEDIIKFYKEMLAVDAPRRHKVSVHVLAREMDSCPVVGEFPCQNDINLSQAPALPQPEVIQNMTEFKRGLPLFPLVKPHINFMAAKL
IDE cell inh = inhibitors of human insulin-degrading enzyme in cells | P14735 | HEK cells, FAbetaB cleavage, fluorescence polarization | inhibition, % at 5.59 µM | actives 0.41% (n = 320,000);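 active = percent inhibition above the average of all tested compounds plus 3 SD, set per screening campaign, cut at about 16% in these data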;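 also: IDE supplied by intact live HEK cells; FP after avidin binding of uncleaved biotin substrate so inhibition keeps polarization high; 0% = DMSO wells and 100% = 60 µM reference IDE inhibitor Ii1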
VIM-2 inhibitor = inhibitors of Pseudomonas aeruginosa VIM-2 metallo-beta-lactamase; purified VIM-2, nitrocefin hydrolysis, epi-absorbance fluorescence; inhibition, % at 5.6 µM; actives 0.89% (n = 290,000); AID 1527;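 active = inhibition above the mean of all tested compounds plus 3 SD, cutoff set per screening run, cut at about 7.5% in these data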;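 also: red hydrolysis product quenches plate fluorescence so inhibitors raise well fluorescence; 0% = enzyme with DMSO and 100% = DMSO without enzyme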
NS3 helicase inh = blocks Hepatitis C virus NS3 helicase unwinding | NS3 helicase DNA unwinding, Cy5 molecular beacon fluorescence | inhibition, % at 10.9 µM | actives 0.56% (n = 290,000) | AID 1800;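 active = inhibition above the mean of all tested compounds plus 3 SD, set per campaign, cut at about 35% in these data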;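 also: 0% = DMSO wells and 100% = thioflavine S control wells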
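assay system = NS3 helicase fragment of HCV | buffer or medium = MOPS pH 6.5, MgCl2, DTT, Tween20, BSA | timing = 60 min unwinding reaction at 25 °C after ATP addition | signal = Cy5 beacon fluorescence read at start and 1 h | read-out basis = % inhibition of unwinding | control set = low DMSO, high thioflavine S at 110 µM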
PfM18AAP inh = PfM18AAP enzyme inhibition; recombinant PfM18AAP, H-Glu-NHMec fluorogenic cleavage; inhibition, % at 7.35 µM; actives 1.2% (n = 290,000); AID 1822;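 active = inhibition above the campaign mean inhibition over all tested compounds plus 3 SD, cut at about 28% in these data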;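 also: 0% = plate median of test compound wells and 100% = 2 mM ZnCl2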
p-CIP stab down = lowers stability of the mouse p/CIP coactivator protein; Q05BA5; F442A p/CIP-EGFP cells, EGFP fluorescence, 16 h; decrease of EGFP signal, % at 10 µM; actives 0.01% (n = 290,000); AID 1984;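 active = EGFP signal decrease of at least 30% at 10 µM or well 3 SD below plate mean, unless failing retest; inactive = the rest, including hits failing retest or dose response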; also: some compounds called inactive have numbers as strong as hits; many of its hits are not listed in these tables
* hit, by the source's call; x = no result given.

SMILES	FID counter	IMP-1 inhibitor	UBC9 SUMO inh	IDE act	IDE cell inh	VIM-2 inhibitor	NS3 helicase inh	PfM18AAP inh	p-CIP stab down
COc1ccccc1/C=C/C(=C1/C(=O)N(c2ccccc2)N=C1C)c1ccc(C)cc1	-3	-3.2	6	0	2	-5.8	-1	1	2
CC1CCc2sc(C(=O)NC(C)C3CCCO3)cc2C1 (stereo unspecified)	-23	-4.6	8	2	5	-3.6	14	-1	-17
COC(=O)c1sc(N)c(C(=O)OC)c1COC(=O)C12CC3CC(CC(O)(C3)C1)C2	-35	-2.4	-9	0	3	-4.1	-5	-4	2
O=C(NC1CCCCC1)c1ccc([N+](=O)[O-])o1	-6	0.2	-8	0	6	-0.2	18	-1	-7
COc1ccc(C(=O)/C=C/c2cccs2)c(OC(=O)c2cccc([N+](=O)[O-])c2)c1	2	-0.6	2	-1	-5	-1.2	-11	3	-5
O=C(c1cc2ccccc2oc1=O)N(Cc1cccs1)Cc1cccs1	-20	-2.8	20	3	-3	-1.6	-1	3	-15
COc1cccc(CNC(=O)N[C@@H](C)C(=O)O)c1	0	-1.4	15	7	2	-2.3	2	-14	0
C=CCNC(=O)C1CC(=O)N(c2ccc(OCC(=O)Nc3ccc(OC)cc3)cc2)C1 (stereo unspecified)	-11	-6.3	5	-2	3	-5.2	-3	-3	-2
CCOC(=O)c1ccc(NC(=O)CSc2nncn2-c2cccnc2)cc1	-24	-4.0	9	1	1	-1.0	-12	-4	-13
CCCCCOc1ccccc1C(=O)NCCC(=O)O	-7	-2.2	17	0	-3	-1.0	2	3	-12
O=C(c1ccc2c(c1)OCO2)C1CCCN(C2CCN(CCc3ccccc3)CC2)C1 (stereo unspecified)	18	-3.5	14	2	0	-3.6	-8	-9	1
C=C(C)CN=C1SC(C(=O)Nc2sc3c(c2C(=O)OC)CCC3)C(N)=C1C(N)=O (stereo unspecified)	-13	-2.6	-11	-2	0	-0.8	5	8	6
COc1ccc(/C=C2\SC(=NCc3ccccc3)N(Cc3ccccc3)C2=O)cc1OC	2	-2.7	6	4	1	-0.8	5	-2	2
CN(C)C(=N)c1n[nH]nc1SCc1ccccc1	1	-3.2	-5	2	-9	-1.7	-9	-10	-5
O=C(c1ccc(Cl)cc1)C1CCN(C(=O)N2CCOCC2)CC1	-16	-2.9	-25	2	4	-1.0	9	1	1
COc1cc(OC)c(C(=O)CCCN2CCCC2)c(OC)c1	0	-4.3	-7	5	1	-1.6	-6	0	-1
CC1CCN(C2CC(=O)N(c3ccccc3)C2=O)CC1 (stereo unspecified)	9	-3.1	2	-6	3	-3.8	6	0	-1
O=C(Oc1ccc(C(=S)N2CCOCC2)cc1Cl)c1ccccc1F	-22	-1.5	6	-2	-2	0.8	2	-6	0
O=C1CCC(C(=O)N2CCCC(Nc3ccc(F)cc3)C2)=NN1 (stereo unspecified)	-3	-1.9	3	-3	5	-3.3	-1	2	-2
O=[N+]([O-])c1cc(Cl)cc(/C=N/n2cnnc2)c1O	-3	-1.5	-9	3	2	-4.1	7	1	-13
C=CCn1c2ccccc2c2nnc(SCc3ccc4nonc4c3)nc21	-5	-3.5	19	3	7	-2.6	3	-4	-15
Cc1ccccc1NS(=O)(=O)c1cc2c3c(c1)C(C)C(=O)N3CCC2 (stereo unspecified)	-25	-1.6	x	8	7	0.9	10	-1	5
CC12CCC(C(=O)N(CSC(=S)N/N=C\c3ccccc3Cl)C1=O)C2(C)C (stereo unspecified)	-26	-9.7	-11	4	-3	-2.0	2	13	10
Cc1cc(C)cc(NS(=O)(=O)c2ccc(NC(=S)Nc3ccccc3)cc2)c1	-3	-1.0	11	-2	3	-4.9	-7	-1	-6

Some of these compounds in order of formula weight, lowest first.
SMILES	FID counter	IMP-1 inhibitor	UBC9 SUMO inh	IDE act	IDE cell inh	VIM-2 inhibitor	NS3 helicase inh	PfM18AAP inh	p-CIP stab down
CC1CCc2sc(C(=O)NC(C)C3CCCO3)cc2C1 (stereo unspecified)	-23	-4.6	8	2	5	-3.6	14	-1	-17
O=C(c1ccc(Cl)cc1)C1CCN(C(=O)N2CCOCC2)CC1	-16	-2.9	-25	2	4	-1.0	9	1	1
COC(=O)c1sc(N)c(C(=O)OC)c1COC(=O)C12CC3CC(CC(O)(C3)C1)C2	-35	-2.4	-9	0	3	-4.1	-5	-4	2

Next records.
SMILES	FID counter	IMP-1 inhibitor	UBC9 SUMO inh	IDE act	IDE cell inh	VIM-2 inhibitor	NS3 helicase inh	PfM18AAP inh	p-CIP stab down
CCOC(=O)Nc1ccc2ncn(C)c(=O)c2c1	-1	2.0	8	10	-3	-3.3	-4	-3	-11
Cc1cc(=O)oc2ccc(OC(=O)c3cccc(S(=O)(=O)N4CCOCC4)c3)cc12	-5	1.4	3	3	6	0.1	0	5	-4
CC(=O)Nc1ccc(NC(=O)CSc2nnc(C)c(=O)[nH]2)cc1	-2	0.2	11	3	-6	-0.2	0	-3	8
O=S(=O)(NC1CCCc2ccccc21)c1cnc[nH]1 (stereo unspecified)	-8	-2.5	-18	4	0	-0.7	-2	5	-5
COc1ccc(OC)c(NS(=O)(=O)c2ccc(NC(=O)C3COc4ccccc4O3)cc2)c1 (stereo unspecified)	-12	-2.7	-15	4	1	-1.9	-10	-5	-1
O=C1c2c(O)cc(O)cc2O[C@H](c2ccc(O)c(O)c2)[C@@H]1O	1	1.2	5	x	1	-1.3	1	82*	-6
CCC(C)(C)NC(=O)C(c1cccnc1)N(CCOC)C(=O)Cn1nnc2ccccc21 (stereo unspecified)	-9	-1.4	10	1	x	1.6	1	-3	-11
C=C(C)Cn1c(=O)c2c(nc3n2CCCN3CCc2ccccc2)n(C)c1=O	-40	-0.1	-4	5	-6	1.9	-10	-9	-7
COCCNC(=O)CC(NS(=O)(=O)c1ccc(C)cc1)c1ccco1 (stereo unspecified)	1	-8.3	11	-1	2	-2.7	3	2	-14
O=C(CNC(=O)Cc1ccccc1)N=Nc1c(O)n(Cc2ccc3c(c2)OCO3)c2ccccc12	1	1.8	21	-4	x	-0.9	-8	-1	-5
O=C1CCN(Cc2ccccc2)S(=O)(=O)c2ccccc21	x	x	13	-1	-3	x	x	x	-22
O=C(NC1CC1)c1cc2cc3ccccc3nc2s1	-8	-2.4	17	2	-4	3.7	1	21	-1
CC12CCC(=O)N1C(C(=O)Nc1nc3ccc(S(C)(=O)=O)cc3s1)CS2 (stereo unspecified)	-16	-1.5	-4	7	0	-1.5	3	0	9
COc1ccc(C2=CC(c3ccc(Cl)cc3)n3cnnc3N2)cc1OC (stereo unspecified)	-13	-2.3	16	-6	9	-4.1	-3	11	-1
O=S(=O)(c1ccc2c(c1)OCCO2)N1CCC(n2cnc3cc(F)ccc32)CC1	-23	-3.9	12	2	-8	-2.3	-15	-10	-19
CC(C)C1(C(C)C)OC(=O)c2ccccc21	-6	-0.6	-1	-3	-4	-2.3	-10	-2	-3
O=C(O)C1=C(C(=O)Nc2ccc(F)c(Cl)c2)CCCC1	1	10*	10	2	-4	4.3	-4	1	-10
CC1CC(N(C(=O)c2ccccc2Cl)c2ccccc2)c2ccccc2N1 (stereo unspecified)	-1	-2.5	-40	4	0	-3.3	9	3	0
c1csc(-c2cnc3n2CCCC3)c1	7	-2.3	0	-5	0	0.6	-9	4	6
Cc1cccc(NS(=O)(=O)Cc2ccccc2)c1C	-6	-1.2	12	4	-1	0.3	11	7	7
O=C(CCCSc1nc2ccccc2[nH]1)NC(c1ccccc1)c1ccccc1	-16	-1.5	-3	1	-2	-0.1	-8	-6	2
COc1ccc(CN2CCN(C(C)C(=O)N3CCc4ccccc43)CC2)cc1OC (stereo unspecified)	-3	-1.6	10	3	-4	1.1	-9	-11	2
c1ccc2c(c1)nc1n2CCS1	1	-3.0	14	4	7	-4.0	-1	-5	-9
Cc1ccc(OC(=O)CCc2c(C)nc3ncnn3c2C)cc1	-6	-6.3	7	2	4	-3.1	5	4	-11
Cc1ccc(NS(=O)(=O)c2ccc(CCC(=O)NCc3cccnc3)cc2)cc1	-15	-1.9	4	-4	1	-1.7	-5	4	-9
CCc1ccc(CN(C(=O)c2ccco2)C2CCS(=O)(=O)C2)cc1 (stereo unspecified)	-21	-2.1	-6	2	-4	-0.5	-1	-2	2
Cc1ccc(-c2onc3ccc(C4OCCO4)cc23)cc1	-13	0.2	7	-4	1	-0.7	3	8	9
N#Cc1cc2c(nc1Cl)CCC2	-6	-1.1	0	0	2	-1.4	4	-3	4
CC1(C)CC(=O)C2=C(C1)N=C1SCCC(=O)N1C2c1cccc([N+](=O)[O-])c1 (stereo unspecified)	0	-2.9	-7	-1	5	-1.6	-4	2	-11
O=C(CSc1ccc(-c2ccccc2)nn1)Nc1ccc2c(c1)OCCO2	-14	-1.2	7	1	1	-0.2	-11	8	-2
CCCNc1nc(C)c(C(C)=O)cc1C#N	-1	-1.8	4	-1	4	-2.8	-3	3	1
Cc1ccccc1Cn1cnc2c(nnn2Cc2ccc(F)cc2)c1=O	-3	-0.5	18	0	0	0.2	-2	-9	-17
CCOn1c(=O)c(-c2cccc([N+](=O)[O-])c2)[n+]([O-])c2ccccc21	0	-3.1	2	0	1	-3.4	1	-1	-9
COc1ccc(NC(=O)CN(C)S(=O)(=O)c2ccccc2)cc1OC	-8	3.6	2	6	3	1.4	4	-4	-11
O=S(=O)(NC1CC1)c1ccc(S(=O)(=O)N2CCc3ccccc32)cc1	-13	-0.7	-36	-1	-2	-0.4	-1	1	-1
CCn1ncc([N+](=O)[O-])c1C(=O)N1CCc2ccccc2C1	-3	-2.8	1	2	0	-2.5	-5	1	3
OCn1c2ccccc2c2ccccc21	-6	-1.5	11	0	-6	-2.2	1	-6	6
CC(C)(C)C(=O)C[n+]1cccc(C(N)=O)c1	-1	-1.2	-2	-2	-2	-2.0	-3	2	-1
O=C(N/C(=C\c1ccc([N+](=O)[O-])cc1)C(=O)N1CCCCC1)c1ccco1	-23	-3.3	3	3	5	-3.8	-2	4	-5
Clc1ccc(CSc2ncnc3nc[nH]c23)cc1	-4	-5.1	6	5	5	-1.6	-8	-12	-17
Cc1ccc(S(=O)(=O)N2CCCCC2)cc1NC(=O)COC(=O)CNC(=O)c1cc(Cl)cc([N+](=O)[O-])c1	-10	-3.3	10	2	-4	-1.7	-8	-11	-5
O=C(CSc1nc(Cc2ccccc2)nc2ccccc12)c1ccc2c(c1)OCCO2	-1	-2.3	-9	1	9	-1.3	-8	0	9
C=CCN1C(=O)/C(=C/c2ccc(-c3ccc(F)cc3)o2)SC1=S	-1	1.2	17	0	2	-4.4	78*	9	-10
Cc1ccc(NC(=O)C2CCCN2c2nn3c(=O)cc(C)nc3s2)cc1 (stereo unspecified)	-9	-5.3	-6	-1	5	-4.4	20	3	14
CCc1nc2ccc(C(=O)Nc3ccc(NC(C)=O)cc3)cc2nc1CC	-28	-2.4	-2	5	4	-1.3	-4	-7	-8
CN(C)c1ccc(N2CC(C)(C)C2=O)cc1	4	-2.2	2	-8	-5	1.6	6	9	11

The order is random. About 3.6% of those tested had a hit in this group.
